Source: PubChem BioAssay
C1s block – complement C1s protease inhibitors, primary screen, biochemical, 10-compound mixtures | Complement C1s subcomponent (Homo sapiens), P09871 | hit rate 0.16% among 62,000 | AID 538, 2006 | purified C1s, fluorogenic AMC substrate, pooled mixtures | mean inhibition % of two 10-compound mixtures (stronger effect = higher value), % at 5 µM (by protocol);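 active = inhibition above 20% in each of the two 10-compound mixture wells holding the compound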;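 also: 0% = enzyme wells lacking compound mixture and 100% = no-enzyme blank wells; some compounds called inactive have numbers as strong as hits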
Target sequence (P09871 16-437 limits assumed): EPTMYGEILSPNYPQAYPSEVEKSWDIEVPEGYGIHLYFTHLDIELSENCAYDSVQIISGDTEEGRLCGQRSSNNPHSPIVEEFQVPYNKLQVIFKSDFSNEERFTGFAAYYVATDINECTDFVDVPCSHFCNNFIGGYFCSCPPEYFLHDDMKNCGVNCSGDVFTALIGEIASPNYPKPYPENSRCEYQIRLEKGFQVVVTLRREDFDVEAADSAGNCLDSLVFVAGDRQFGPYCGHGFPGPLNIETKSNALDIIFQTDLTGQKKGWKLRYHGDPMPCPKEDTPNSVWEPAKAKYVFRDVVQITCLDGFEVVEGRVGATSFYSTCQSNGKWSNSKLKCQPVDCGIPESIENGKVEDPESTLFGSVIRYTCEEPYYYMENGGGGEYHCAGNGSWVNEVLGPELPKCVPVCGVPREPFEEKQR
Target sequence (P09871 438-688 limits assumed): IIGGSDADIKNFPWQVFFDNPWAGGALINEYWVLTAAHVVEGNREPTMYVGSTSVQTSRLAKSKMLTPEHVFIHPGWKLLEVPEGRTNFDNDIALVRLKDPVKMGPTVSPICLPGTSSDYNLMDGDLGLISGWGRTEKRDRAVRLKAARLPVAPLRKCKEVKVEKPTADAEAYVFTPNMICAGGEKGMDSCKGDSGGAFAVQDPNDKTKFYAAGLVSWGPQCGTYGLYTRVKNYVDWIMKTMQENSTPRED
CatB mixtures – cathepsin B inhibitors from pooled compounds, primary screen, biochemical, compound mixtures, AMC fluorescence | P07858 | Purified cathepsin B, AMC dipeptide fluorescence | inhibition, %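 (ten-compound pools at 5 µM per compound and 50 µM total)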 | hit rate 0.06% among 62,000 | AID 488, 2006; in the data active = inhibition above about 22%, passing the limit was not always enough; inconclusive = no clear call, values can overlap the other calls;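 also: 0% = enzyme without compound and 100% = no enzyme blank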
PKA inh – inhibitors of human PKA kinase activity, primary screen, biochemical, ATP-depletion luminescence, Kemptide substrate; cAMP-dependent protein kinase catalytic subunit alpha (Homo sapiens), P17612; PKA Kemptide phosphorylation, Kinase-Glo ATP luminescence; inhibition, % at 6 µM; hit rate 0.1% among 65,000; AID 524, 2006;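 active = inhibition above the screen-wide mean inhibition plus 3 SD, cut at about 21% in these data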; also: many of its hits are not listed in these tables
ROCK2 inh – inhibitors of human ROCK2 kinase, primary screen, biochemical, high-throughput, luminescence. Rho-associated protein kinase 2 (Homo sapiens), O75116. purified ROCK2, Kinase-Glo ATP depletion luminescence. inhibition, % at 6 µM. hit rate 0.35% among 60,000;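 active = inhibition above the screen-wide mean inhibition plus 3 SD, cut at about 18% in these data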;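 also: plate controls were DMSO wells for no effect and Y-27632 control wells after no-enzyme background subtraction for full effect; many of its hits are not listed in these tables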
CatL block – inhibitors of human cathepsin L, biochemical | Procathepsin L (Homo sapiens), P07711 | inhibition, %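 (tested at 10 µM)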 | AID 460, 2006 | purified cathepsin L, fluorogenic substrate, fluorescence | hit rate 0.17% among 58,000; in the data active = inhibition above about 45%;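 also: 0% = enzyme with no compound and 100% = no enzyme blank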
Target sequence (P07711 114-288 limits assumed): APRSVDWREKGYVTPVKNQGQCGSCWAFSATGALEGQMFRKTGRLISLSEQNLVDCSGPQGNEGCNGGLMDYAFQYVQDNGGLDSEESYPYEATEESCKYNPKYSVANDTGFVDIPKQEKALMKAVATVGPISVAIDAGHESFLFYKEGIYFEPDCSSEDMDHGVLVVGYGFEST
Target sequence (P07711 292-333 limits assumed): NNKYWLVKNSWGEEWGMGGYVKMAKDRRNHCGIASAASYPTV
Cathepsin G inh – human cathepsin G inhibitors, primary screen, biochemical, pooled compound mixtures, AMC fluorescence; P08311; purified enzyme, AMC-tetrapeptide fluorescence; inhibition, % at 5 µM (by protocol); hit rate 0.2% among 62,000;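 active = inhibition above 20% in each of the two mixture wells holding the compound; inactive = inhibition of 20% or less in either well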;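 also: 0% = enzyme control without mixture and 100% = blank lacking enzyme; strong numbers were not always called active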
CatB inh – human cathepsin B inhibitors, primary screen, biochemical, fluorogenic substrate | AID 453, 2006 | P07858 | hit rate 0.1% among 63,000 | purified cathepsin B, fluorescence | inhibition, %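 (tested at 10 µM)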; in the data active = inhibition above about 21%;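 also: 0% = enzyme with no compound and 100% = no enzyme blank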
Her2 expr inh – inhibitors of Her2 protein expression, primary screen, SKBR-3 cells, AlphaScreen, 66K library; Receptor tyrosine-protein kinase erbB-2 (Homo sapiens), P04626; SKBR-3 HER2 protein level, 18-24 h; stronger effect = lower value; HER2 level % of control, % at 10 µM; hit rate 0.69% among 65,000;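 active = HER2 level under 5% of the carrier-only control; inconclusive = no clear call, values can overlap the other calls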;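 also: 100% = DMSO carrier and 0% = 500 nM PU-H71 HSP90 inhibitor; lower value means stronger loss of Her2 protein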
CatS block – inhibitors of human cathepsin S, biochemical, compound mixtures. AID 501, 2006. hit rate 0.06% among 62,000. P25774. inhibition, %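 (tested at 5 µM per compound within 10-compound mixtures)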. recombinant cathepsin S, AMC dipeptide fluorescence, pooled mixtures; in the data active = inhibition above about 32%, passing the limit was not always enough; inconclusive = no clear call, values can overlap the other calls;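 also: 0% = enzyme without compound and 100% = blank without enzyme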
* marks the source's active call; other numbers are inactive results; ? = inconclusive; · = not tested or not shown. This is a subset; rates above refer to the full screens.

SMILES	C1s block	CatB mixtures	PKA inh	ROCK2 inh	CatL block	Cathepsin G inh	CatB inh	Her2 expr inh	CatS block
CC1N(C)c2cc(NC(=O)c3ccco3)ccc2C1(C)C (stereo not given)	23	5	7	-1	9	-2	11	94	4
O=C(Nc1c(F)cc(F)cc1Br)c1cccnc1	15	1	0	4	16	10	1	121	4
CCC(CC)C(=O)Nc1c2c(nn1-c1ccc(OC)cc1)CS(=O)(=O)C2	-56	-1	1	·	17	1	6	133	3
COc1ccc(C(O)C(CN2CCOCC2)c2ccccc2)cc1F (stereo not given)	11	2	13	7	-14	-32	2	83	-7
Cc1cc(=O)[nH]c(/N=C(\N)Nc2cccc3ccccc23)n1	2	-1	10	3	5	-3	-2	26	-5
CCC1(C)Cc2c(sc3c2c(=O)n(C)c2nnc(SCc4ccc5c(c4)OCO5)n32)CO1 (stereo not given)	·	·	-2	-4	5	·	-1	161	·
O=C(CN1CCCCC1)Nc1nnc(-c2ccccc2)s1	2	2	4	0	·	0	0	77	6
Cc1cc(CN2C(=O)c3ccccc3C2=O)cc(N2CCOCC2)c1	14	5	-3	0	10	11	4	93	11
Nc1ccc(Cl)c(NC(=O)c2cccs2)c1	-2	2	3	0	3	1	2	82	-1
O=C(Nc1ccc2c(c1)OCO2)c1ccccc1SCC(=O)N1CCCC1	-51	-3	6	3	8	-10	1	105	-4
Cc1ccc(SCCN2C(=O)NC(C)(C)C2=O)cc1	40	4	4	1	-6	39	-3	97	-4
COc1cc(C(=O)Nc2cc(-c3nc4cc(C)ccc4o3)ccc2C)cc(OC)c1OC	-2	0	-6	3	1	1	-1	46	1
C=CCn1c(SCC(=O)Nc2cc(NC(C)=O)ccc2OC)nnc1-c1ccccn1	5	7	0	-4	12	1	3	94	14
Cc1ccc2oc(=O)c3cc(C(=O)N4CCN(C(=O)c5ccco5)CC4)sc3c2c1	-31	2	3	6	8	-2	-3	81	1
COc1ccc(C(=O)c2ccc(OC)cc2O)c(O)c1	0	6	3	4	-2	0	-3	61	8
Cc1onc(-c2ccccc2Cl)c1C(=O)Nc1cccc2cccnc12	4	7	2	6	6	2	-2	83	-1
CSC1=NCCN1C(=O)c1c(F)cccc1F	1	1	10	5	-4	7	-2	82	-6
CCC(C#CCN1CCOCC1)(CC)OCCC#N	-1	2	4	2	-4	6	1	100	-1
O=C(Nc1nncs1)c1ccccc1NS(=O)(=O)c1cccs1	-27	6	11	·	-10	-10	4	68	?
CCOC(=O)C1=C(C)OC(N)=C(C#N)C1c1cc(OC)c2c(c1)OCO2 (stereo not given)	5	-4	11	8	12	14	2	72	1
COC(=O)c1sc(NC(=O)c2ccc(Cn3cc(Cl)cn3)o2)c(C#N)c1C	4	3	-1	8	-8	0	-5	103	-6
CC(C)(C)n1nc2c(c1NC(=O)c1ccc(Br)o1)CS(=O)C2 (stereo not given)	19	6	2	5	14	11	0	110	14
COc1ccc(-c2nnc(SCC(=O)NCc3ccco3)o2)cc1	15	4	4	2	10	13	1	95	9
CCOc1ncccc1C(=O)OCc1cc(=O)n2c(n1)sc1ccccc12	-11	-1	10	5	15	-1	-2	98	4
OC1(c2ccc(Br)cc2)CCNCC1	-9	-2	3	3	32	-1	5	72	6
CCc1cccc(NC(=O)Cn2ncn3c(cc4ccccc43)c2=O)c1	1	-1	-9	-4	11	-1	-2	103	7
Cn1c(=O)[nH]c(=O)c2c1nc(NCCc1ccccc1)n2CC(O)COc1ccccc1 (stereo not given)	-24	-2	7	0	18	-5	2	114	-1
O=C(C1CC1)N1CCN=C1SCc1ccccc1Cl	-27	1	-8	-2	-4	0	1	76	-1
COc1cccc(NC(=O)C2CCCN(S(=O)(=O)c3ccc(-n4cnnn4)cc3)C2)c1 (stereo not given)	-5	-6	8	10	5	7	0	99	-4
O=C(Cn1ccc2ccccc2c1=O)N1CCN(Cc2ccc3c(c2)OCO3)CC1	12	2	7	9	10	14	6	89	-1
COc1ccc(C(=O)NCc2nnc(SCC(=O)Nc3cccc(C(F)(F)F)c3)o2)cc1OC	-9	1	8	·	-1	-1	0	102	3
Cc1oc(-c2ccc(F)cc2)cc1-c1nn2c(-c3ccco3)nnc2s1	3	1	8	10	6	11	-2	59	-2
Oc1ccccc1C1=NCCNC(C(F)(F)C(F)F)=C1	18	10	-2	-5	-11	16	4	119	2
CC(=O)c1ccc(N2CCN(C(=O)C3CCCN(S(=O)(=O)c4cnc[nH]4)C3)CC2)cc1 (stereo not given)	3	7	0	4	12	-1	-2	97	16
CNC(=O)CSc1nnc(COc2ccc(Cl)cc2)n1CCOC	11	4	1	1	-8	12	4	82	-2
Cc1[nH]nc2c1C1(CCC3(CC1)OCCO3)C(C#N)=C(N)O2	-20	-4	7	7	7	8	4	91	3
CC1(C)N(O)CC(c2cccs2)=[N+]1[O-]	-1	-3	10	4	15	-1	0	74	-1
CC(C)(CN1CCCCC1)NS(=O)(=O)c1ccc(Cl)cc1	1	-5	6	10	13	-1	-2	74	0
N#CC1=C2SCN(Cc3ccccc3)CN2C(=O)CC1c1ccccc1F (stereo not given)	11	4	4	0	-1	10	8	122	10
CCCN(Cc1ccccc1)C(=O)Nc1ccc2c(c1)nnn2C	-9	3	2	2	-1	-16	3	108	-3
Cc1nc2ccc(NC3=NCCCCC3)cc2s1	14	5	-4	-4	-1	11	4	111	-1
O=C(Nc1c(C(=O)NCc2ccco2)cnn1-c1ccccc1)c1ccc(F)cc1	9	4	-2	-1	9	8	4	107	-2
COc1cc(C)c(N)cc1C(C)C	4	-8	8	3	-3	12	1	93	-2
COc1cc2ccccc2cc1C(=O)Nc1ccccc1N1CCN(S(C)(=O)=O)CC1	0	3	12	5	2	-8	0	82	-5
O=C(O)c1ccccc1NS(=O)(=O)c1ccc2c3c(cccc13)C(=O)N2	13	4	5	4	19	11	4	94	19
Cc1occc1C(=O)NCc1ccc2c(c1)OCO2	15	3	·	·	9	12	6	93	9
O=C(Cc1ccccc1)Nc1cccc(-c2nc3ncccc3o2)c1	3	3	12	9	-2	7	2	88	2
CCOC(=O)CN1C(=O)C(C)(C)Oc2ccc(C(=O)Nc3ccccc3OC)cc21	15	3	0	2	-1	10	0	73	4
Cc1ccc(-c2nc(CS(=O)CC(=O)NCCN(CC(C)C)CC(C)C)c(C)o2)cc1 (stereo not given)	-30	7	-6	-5	-3	-1	-1	98	-6
NC(=O)c1sc(=S)n(-c2ccc(Br)cc2)c1N	-33	2	10	3	2	-1	0	86	1

(continued)
SMILES	C1s block	CatB mixtures	PKA inh	ROCK2 inh	CatL block	Cathepsin G inh	CatB inh	Her2 expr inh	CatS block
Cn1c(=O)c2c(ncn2CC(=O)N2CCOCC2)n(C)c1=O	-1	2	4	1	·	3	3	102	-6
Cn1ccnc1SCC(=O)c1cc2ccccc2o1	10	5	-1	·	-7	14	3	92	-7
CC1CCN(C(=O)c2ccc(NS(C)(=O)=O)cc2)CC1	3	1	6	-1	19	-4	6	96	14
Cc1cc(OCC(=O)NCCCN(C)C)cc(C)c1Br	-16	5	7	-7	2	-4	5	107	12
Cc1cccc(C)c1NC(=O)Nc1cccs1	2	2	10	4	17	7	5	106	-2
COc1ccc(CNc2nc3c(c(C(F)(F)F)n2)CCCCC3)cc1	14	1	-2	·	12	8	-1	91	-1
O=C(C1CCN(c2nnc(-n3cccc3)s2)CC1)N1CCOCC1	15	5	3	6	-5	12	9	94	3
COCCn1cnc2c1c(=O)n(CC(=O)c1ccc3c(c1)OCCO3)c(=O)n2Cc1ccccc1	16	3	0	1	16	9	0	82	5
FC(F)(F)c1nnc2sc(-c3ccncc3)nn12	5	-3	2	0	10	8	1	73	6
COc1ccc(-c2ccc(CCC(=O)O)n2NC(=O)c2cccs2)cc1	12	2	0	2	6	10	2	100	7
COc1ccc(C(C)=O)cc1COC(=O)c1cccc(N(C)C)c1	-14	1	8	4	4	6	-1	86	2
CN(C(=O)NC(=O)C1=C(N2CCOCC2)/C(=C/c2ccccc2)CC1)S(C)(=O)=O	-9	-7	9	3	·	6	2	90	-7
COCCSc1nnc(NC(=O)Cc2cccs2)s1	14	6	8	5	8	9	8	91	7
N#Cc1ccc(CSc2nnc(-c3ccccn3)n2-c2ccccc2)cc1	14	1	-3	-1	15	5	3	108	13
O=S(=O)(NCC1CCCO1)c1ccc2oc3ccc(S(=O)(=O)NCC4CCCO4)cc3c2c1 (stereo not given)	-6	-3	6	-2	0	-8	-2	98	-5
Cn1c(=O)c2ncn(CC(=O)NCCC3=CCCCC3)c2n(C)c1=O	8	7	-2	0	-4	13	1	134	-1
CCOC(=O)c1ccc(N2C(=O)C(O)=C(C(C)=O)C2c2ccccn2)cc1 (stereo not given)	3	1	6	1	-5	-2	2	82	-1
O=C(COc1ccc(Cl)cc1Cl)NCc1ccco1	-32	6	4	-11	16	-19	10	99	14
CC(=C1C(=O)c2ccccc2C1=O)N1CCC(C(N)=O)(N2CCCCC2)CC1	4	3	12	3	-3	-2	4	115	-2
Cc1ccc(C(C)n2cc(C(=O)NCc3ccncc3)nn2)cc1 (stereo not given)	4	-2	6	·	8	5	-3	102	6
C=CCN1CC(O)=C(c2ccccc2)C1=N	-8	4	7	2	·	-6	9	91	11
Cc1ccccc1Cn1nnc(-c2cccc(C(=O)O)c2)n1	-104	-14	2	4	-14	-6	3	75	-15
COc1ccccc1N1CCN(CC(=O)c2c(C)[nH]c3cc(C)ccc23)CC1	12	3	0	3	4	-6	0	73	-5
COCCCn1c(=NC(=O)c2ccc3c(c2)OCO3)c(C#N)cc2c(=O)n3cccc(C)c3nc21	-10	-1	-6	-5	-1	4	2	82	5
CCOC(=O)N1CCC(N2CC34C=CC(O3)C(C(=O)O)C4C2=O)CC1 (stereo not given)	13	6	6	6	-8	9	3	92	-8
COc1ccc(N(CC(=O)Nc2ccc3c(c2)OCO3)S(=O)(=O)c2c(C)nn(C)c2C)cc1	0	4	-2	0	21	6	-1	98	1
CSc1nc(NCC(C)C)nc(N2CCOCC2)n1	5	1	11	4	-8	1	0	89	-2
Cc1occc1-c1nnc(SCC(=O)NCCc2ccccc2)n1C(C)c1ccccc1 (stereo not given)	0	5	-6	2	-8	8	0	130	21
Cc1cc(C)cc(NC(=O)CSc2nc3c(c(=O)n2C)SC(C)C3)c1 (stereo not given)	5	4	-1	-7	1	8	4	121	3
Cc1ccc2[nH]c3nc(SCCN4CCOCC4)nnc3c2c1	-12	3	4	3	3	1	0	104	14
O=C(O)c1cc(Cl)ccc1NC(=O)C1CCCO1 (stereo not given)	11	2	1	-4	18	1	3	101	9
Cc1csc2nnc(N)n12	-6	-1	0	0	2	3	1	77	1
O=C1c2ccccc2C(Nc2ccc(S(=O)(=O)N3CCCCCC3)cc2)N1Cc1ccco1 (stereo not given)	-3	3	-4	0	·	0	-1	95	3
COc1ccc(OC)c(CN2CCCC(C(=O)N3CCCCC3)C2)c1 (stereo not given)	1	6	3	2	-2	3	-1	96	5
CCCn1c(NCc2cccc(OC)c2O)nc2ccccc21	-6	1	8	8	12	-2	2	98	5
